Assay outcomes as filed in PubChem BioAssay.
MCF10A rereplic – DNA re-replication induction in MCF 10a cells | 350,000 tested, 2.9% active | MCF 10A DNA re-replication, Hoechst nuclear intensity, 48 h | AID 624296 | Potency, µM (top dose mostly 46.1 µM), inactives show top-dose activity, positive = re-replication, usual class: activators; also: potency is read from the fitted curve at half-maximal effect; % of control where 0% means no effect; nearly all actives have a fitted effect of over 50% in size
KB-V1 MDR tox – kills drug-selected multidrug resistant KB-V1 cells. KB-V1 MDR cells viability, CellTiter-Glo, 72 h. Potency, µM (highest dose often 46.1 µM), inactives show at the top dose activity change, negative = cytotoxicity, hits mostly cytotoxic. 400,000 tested, 3.4% active. AID 1347076; also: potency is read from the fitted curve at half-maximal effect; % is scaled to controls: 0 for no effect and ±100 for the full control effect; nearly all actives have a fitted effect of over 60% in size
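Cytotoxicity via CellTiter-Glo luminescence after 72 h compound exposure at 37 degrees C. Cells: drug-selected KB-V1 line, DMEM phenol-red free plus 10% FBS. Compounds tested at multiple concentrations; normalized data fitted to concentration-effect curves.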
KB-3-1 cytotox – KB-3-1 parental cell cytotoxicity; KB-3-1 viability, CellTiter-Glo ATP luminescence, 72 h; Potency, µM (series often up to 46.1 µM), inactives show at the top dose activity change, negative = cytotoxic, hits mostly cytotoxic; 400,000 tested, 1.4% active; AID 1347075; also: potency is read from the fitted curve at half-maximal effect; % is scaled to controls: 0 for no effect and ±100 for the full control effect; nearly all actives have a fitted effect of over 60% in size
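Screening of KB-3-1 cells (DMEM, 10% FBS, phenol-red free) ran from lowest to highest compound concentration; after 72 h at 37 °C viability was read luminescently and curves fitted.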
ATXN2 expr inh – ATXN2 expression inhibition | HEK-293 ATXN2-luciferase reporter, luminescence, 24 h | Potency, µM (top dose mostly 57 µM), for the others: top-dose activity change, negative = inhibition, hits mostly inhibitors | 360,000 tested, 0.72% active | AID 1745845; also: potency is read from the fitted curve at half-maximal effect; % is scaled to controls: 0 for no effect and ±100 for the full control effect; nearly all actives have a fitted effect of over 55% in size
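ATXN2-luciferase reporter cells (luciferase flanked by upstream and downstream ATXN2 gene portions) were treated 24 h at 37 °C with compounds at up to 57 uM. SteadyGlo luminescence gave expression; GF-AFC fluorescence gave viability.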
HT1080NT lethal – kills 2HG-producing HT-1080-NT fibrosarcoma cells; HT-1080-NT fibrosarcoma viability, CellTiter-Glo ATP luminescence, 48 h; 360,000 tested, 1.6% active; AID 686970; Potency, µM (doses to about 46.1 µM), without a hit: at the top dose activity, negative = less viability, usual class: cytotoxic;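 also: NT is the 2HG producing partner of a matched IDH1 knockdown line; potency is read from the fitted curve at half-maximal effect; 0% = DMSO-treated cells and -100% = media-only wells without cells; nearly all actives have a fitted effect of over 55% in size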
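HT-1080-NT; 750 cells/well; 5% FBS RPMI; 48 h compound, 37 degrees C; CellTiter-Glo luminescence; curve fitting and curve-class assignment.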
WRN inhibitor – inhibitors of human WRN helicase | Q14191 | WRN helicase unwinding, fluorescent forked duplex, kinetic | Potency, µM (titrated, usually from 114 µM), inactives show at the highest dose activity change, negative = inhibition, actives largely listed as inhibitors | 360,000 tested, 0.46% active; also: potency is read from the fitted curve at half-maximal effect; % is scaled to controls: 0 for no effect and ±100 for the full control effect; nearly all actives have a fitted effect of over 55% in size
Target sequence (Q14191 whole entry, looked up): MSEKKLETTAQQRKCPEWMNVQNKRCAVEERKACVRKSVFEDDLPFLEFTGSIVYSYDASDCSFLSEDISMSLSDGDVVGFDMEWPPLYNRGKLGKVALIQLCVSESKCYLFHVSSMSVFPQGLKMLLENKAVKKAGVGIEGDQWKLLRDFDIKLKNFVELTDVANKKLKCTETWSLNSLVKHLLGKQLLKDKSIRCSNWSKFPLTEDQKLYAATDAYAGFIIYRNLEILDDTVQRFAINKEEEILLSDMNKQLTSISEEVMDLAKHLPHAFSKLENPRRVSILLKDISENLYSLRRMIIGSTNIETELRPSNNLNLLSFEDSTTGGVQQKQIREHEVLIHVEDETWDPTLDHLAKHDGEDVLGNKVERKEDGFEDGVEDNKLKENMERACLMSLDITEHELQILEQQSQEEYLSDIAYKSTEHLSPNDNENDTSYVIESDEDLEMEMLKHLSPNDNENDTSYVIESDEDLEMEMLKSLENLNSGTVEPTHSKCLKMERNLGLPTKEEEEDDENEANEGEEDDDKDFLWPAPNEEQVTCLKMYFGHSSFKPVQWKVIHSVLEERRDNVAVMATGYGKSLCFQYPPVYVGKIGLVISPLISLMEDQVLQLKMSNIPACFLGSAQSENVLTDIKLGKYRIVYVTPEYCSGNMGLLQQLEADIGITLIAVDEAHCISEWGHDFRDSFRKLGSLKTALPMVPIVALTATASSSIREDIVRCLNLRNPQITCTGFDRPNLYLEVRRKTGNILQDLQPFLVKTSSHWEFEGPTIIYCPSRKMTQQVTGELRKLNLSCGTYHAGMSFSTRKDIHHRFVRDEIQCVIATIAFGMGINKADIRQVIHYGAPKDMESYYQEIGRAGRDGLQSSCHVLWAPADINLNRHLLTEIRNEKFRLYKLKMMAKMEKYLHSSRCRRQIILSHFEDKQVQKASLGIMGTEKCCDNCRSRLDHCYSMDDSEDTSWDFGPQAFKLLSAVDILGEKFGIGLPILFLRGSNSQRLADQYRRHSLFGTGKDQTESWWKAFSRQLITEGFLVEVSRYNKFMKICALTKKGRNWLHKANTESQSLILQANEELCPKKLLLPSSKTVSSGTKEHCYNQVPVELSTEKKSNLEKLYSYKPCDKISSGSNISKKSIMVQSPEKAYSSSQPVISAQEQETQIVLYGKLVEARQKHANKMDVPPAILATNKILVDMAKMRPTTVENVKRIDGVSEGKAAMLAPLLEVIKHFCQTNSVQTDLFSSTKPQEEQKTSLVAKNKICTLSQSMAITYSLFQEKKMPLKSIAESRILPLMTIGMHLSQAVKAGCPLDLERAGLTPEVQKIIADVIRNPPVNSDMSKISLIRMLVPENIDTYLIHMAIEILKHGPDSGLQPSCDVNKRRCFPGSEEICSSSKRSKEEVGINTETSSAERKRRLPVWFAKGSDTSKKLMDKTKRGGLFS
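Kinetic fluorescence helicase assay: unwinding of a quenched forked DNA duplex (100 nM final) with 2 mM ATP final raises red fluorescence (525/598 nm). Compounds sat 15 min at room temperature with 20 nM WRN beforehand.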
IL1B secr inh – inhibitors of inflammasome signaling (IL-1 beta secretion) | AID 743279 | activity change, % at 57.5 µM | THP-1 LPS/ATP IL-1B secretion, AlphaLISA, 16 h; hits give low values | 360,000 tested, 4.7% active; in the data active = activity change below about -50%; inconclusive = mostly about -30% to -49%; also: % is scaled to controls: 0 for no effect and ±100 for the full control effect
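Secreted IL-1B measured by AlphaLISA bead assay after 16 h compound exposure of THP-1 cells; compounds (final up to 57.5 uM) added 1 h before LPS (250 ng/mL) and ATP (1.25 mM) stimulation; lower signal means less secretion.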
SW480 rerep – DNA re-replication induction in SW480 cells; SW480 DNA re-replication, Hoechst DNA content imaging, 48 h; Potency, µM (highest dose often 46.1 µM), for inactives: at the top dose re-replication activation, most hits filed as activators; 340,000 tested, 1.8% active; AID 624297; also: potency is read from the fitted curve at half-maximal effect; % of control where 0% means no effect; nearly all actives have a fitted effect of over 55% in size
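Image-based DNA-content assay: after two days of treatment, nuclei were labelled with the DNA dye Hoechst and imaged, and hits were compounds raising the count of nuclei showing high fluorescence intensity.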
HT1080 IDH1KD tx – kills HT-1080 cells with IDH1 knockdown; HT-1080 IDH1 knockdown viability, ATP luminescence, 48 h; Potency, µM (highest dose often 46.1 µM), for the others: at the highest dose activity, negative = toxicity, actives largely listed as cytotoxic; 360,000 tested, 2% active;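 also: potency is read from the fitted curve at half-maximal effect; 0% = DMSO wells and -100% = cell-free medium wells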
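IDH1KD HT-1080 cells, 750/well, RPMI + 5% FBS; compound pinned after 2 h settling; 48 h, 37 °C; CellTiter-Glo luminescence; % activity normalised to DMSO and no-cell wells; curves fitted, classed by r2 and efficacy.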
* hit, by the source's call; ? = inconclusive; nt = no result given; & = joins results of further samples; [ ] = another dose, or the depositor's remark. Unless noted, calls follow the shape of the dose curve; as a rule, active = well fitted curve in the direction sought with a large enough effect; inconclusive = small, poorly fitted or top-dose-only effect, or another doubt; inactive = no such curve, though single readings can be large; an effect the other way counts as inactive or inconclusive.

SMILES	MCF10A rereplic	KB-V1 MDR tox	KB-3-1 cytotox	ATXN2 expr inh	HT1080NT lethal	WRN inhibitor	IL1B secr inh	SW480 rerep	HT1080 IDH1KD tx
COc1ccc(Nc2nc(N)nc(CSc3nnc(N)s3)n2)cc1	1%	-2%	2%	45%[activator]	-4%	8%	-17	-8%	5%
O=C(O)C1C2C=CC(C2)C1C(=O)OCC1CCCO1 (stereo not given)	?	2%	6%	-2%	0%	-3%	6	-2%	-6%
CC1(C(=O)NS(=O)(=O)c2ccc(Cl)s2)CCN1C(=O)C1(c2ccccc2)CCCC1 (stereo not given)	nt	1%	0%	7%	-3%	7%	9	nt	5%
Cc1ccc(-n2nc3c(c2NC(=O)c2ccco2)CS(=O)(=O)C3)cc1C	1%	0%	5%	-3%	0%	-29%	0	-15%	1%
C=CCNC(=S)N1CCC(C(=O)c2ccc(OC)cc2)CC1	1%	?	6%	-8%	-17%	1%	16	-3%	-29%
CCSc1nc2sc3c(c2c(=O)[nH]1)CC(C)(CC)OC3 (stereo not given)	-6%	-15%	-18%	2%	18%	4%	-14	-7%	11%
Cc1ccc(OCc2ccc(C(=O)NN)o2)c([N+](=O)[O-])c1	-3%	6%	5%	nt	-14%	-2%	0	?	2%
CN(C)CCCN(C(=O)c1ccc([N+](=O)[O-])s1)c1nc2cc3c(cc2s1)OCCO3	-9%	1%	-9%	-24%	-2%	5%	-96*	?	-2%
Cc1ccc(C)c(S(=O)(=O)Nc2ccc3scnc3c2)c1	?	0%	-10%	-23%	?	5%	-19	?	12µM*
O=C(O)/C=C/C(=O)N1CCN(S(=O)(=O)c2cccc(C(F)(F)F)c2)CC1	16%	0%	2%	nt	4%	14%	33	0%	1%
COc1cccc(CN2CC(C(=O)NCc3ccc(Cl)s3)CCC2=O)c1 (stereo not given)	-2%	7%	-2%	-2%	-5%	0%	-16	-5%	-8%
COc1ccc(C(=O)NC(=S)Nc2ccccc2N2CCN(S(C)(=O)=O)CC2)cc1OC	-2%	?	-4%	-4%	5%	-14%	?	-1%	21%
CCCCCC/C(C=O)=C\c1ccccc1	-6%	9%	0%	2%	3%	6%	-13	?	6%
CN(c1ccccc1)c1nc(N)c([N+](=O)[O-])c(NCc2ccco2)n1	?	21µM*	?	18%	0%	-10%	-24	?	-5%
CCOC(=O)Nc1cccc(Cl)c1C	-1%	20%	10%	30%	20%	3%	-13	-3%	10%
COCCCN(C(=O)Nc1ccccc1)C(C)c1ccncc1 (stereo not given)	1%	0%	14%	2%	1%	-5%	28	-7%	6%
CCOC(=O)C1CCCN(C2CC(=O)N(c3ccc(N4C(=O)CC(N5CCCC(C(=O)OCC)C5)C4=O)cc3)C2=O)C1 (stereo not given)	0%	-2%	8%	nt	3%	3%	-2	?	4%
Cc1ccc(NC(=O)C2CCCN2S(=O)(=O)c2ccc3c(c2)n(C)c(=O)c(=O)n3C)cc1C (stereo not given)	0%	1%&0%	3%&16%	8%&-4%	0%	-1%	6	-2%	3%
O=C(NCCC(c1ccccc1)c1ccco1)c1cccs1 (stereo not given)	12%	14%	-9%	nt	4%	-5%	-5	-3%	21%
COc1ccccc1OCCNC(=O)CCNC(=O)c1ccccc1Cl	-3%	-14%	14%	0%	11%	11%	-7	20%	2%
O=C1Nc2ccc(S(=O)(=O)N3CCCC3)c3ccc(S(=O)(=O)N4CCCC4)c1c23	-2%	-7%	-8%	32%	-12%[9.24 µM]	-16%	-4	12%	-26%
CCN(c1ccccc1)S(=O)(=O)c1ccc(C(=O)Nc2c(C)n(C)n(-c3ccccc3)c2=O)cc1	-3%	-17%	-2%	5%	-3%	10%	2	1%	-4%
CCOC(=O)CSc1nc(-c2ccc3c(c2)OCO3)ccc1C#N	16µM*	?	-3%	88%[activator]	?	8%	31	2%	0%
NC(=O)CC[C@H](NC(=O)c1ccc(F)cc1)C(=O)N1CCN(Cc2ccc3c(c2)OCO3)CC1	2%	27%	-3%	-4%	3%	-25%	-8	-4%	7%
C/C(=N\OC(=O)c1ccc(Cl)cc1)c1nccs1	1%	10%	7%	nt	1%	2%	-12	-5%	-1%
N#CCC(=O)N/N=C/c1c(-c2ccccc2)n(-c2ccccc2)c2ccccc12	?	?	-6%	-22%	-8%	-19%	-10	?	-6%
CC1=C(C(=O)OCCC(C)C)C(c2ccc3c(c2)OCO3)NC(=O)N1 (stereo not given)	6%	4%	1%	nt	-7%	1%	-13	-3%	-13%
NC(=O)[C@@H]1CCCNc2c(F)cc([N+](=O)[O-])cc2C(=O)N[C@@H](CCC(=O)O)C(=O)N[C@@H](CO)C(=O)N1	-2%	25%	22%	1%	0%	-4%	19	-10%	12%
CC1CCCN(Cc2c(C(=O)N3CCc4ccccc4C3)nc3ccc(Cl)cn23)C1 (stereo not given)	2%	26%	0%	2%	17%	-4%	0	-2%	-3%
Cc1c(C=O)c(=O)n(-c2ccccc2)n1-c1ccccc1	7%	10%	1%	-14%	7%	-2%	0	-1%	9%
CCOc1ccc(NS(=O)(=O)c2ccc3[nH]cc(C(=O)NCC4CCCO4)c(=O)c3c2)cc1 (stereo not given)	8%	?	12%&4%	5%&9%	-6%	-8%	34	-4%	-1%
Cc1ccc(C(=O)N2CCN(c3ccc(NC(=O)CSc4ccc(Cl)cc4)cc3)CC2)cc1	-2%	-14%	1%	?	-9%	-2%	-1	-4%	-3%
CCn1cc(CN2CCC(n3nccc3NC(=O)CCCc3ccccc3)CC2)cn1	-24%	23%	1%	6%	16%	-3%	18	-5%	1%
Cc1cc(C)nc(NC(=O)Cc2ccc(Cl)cc2)c1	-10%	0%	13%	-11%	3%	-27%	-12	-5%[9.22 µM]	7%
O=C(Nc1ccccc1Cl)c1ccc(S(=O)(=O)N2CCOCC2)cc1	-5%	3%	1%	4%	-5%	-5%	-5	-6%	-2%
Cn1c(=Nc2ccccc2)sc2ccccc21	?	8%	-7%	30%[activator]	-1%	-13%	15	-12%	4%

Overlap with the part before: two compounds; new compounds follow.
SMILES	MCF10A rereplic	KB-V1 MDR tox	KB-3-1 cytotox	ATXN2 expr inh	HT1080NT lethal	WRN inhibitor	IL1B secr inh	SW480 rerep	HT1080 IDH1KD tx
O=C(Nc1ccccc1Cl)c1ccc(S(=O)(=O)N2CCOCC2)cc1	-5%	3%	1%	4%	-5%	-5%	-5	-6%	-2%
Cn1c(=Nc2ccccc2)sc2ccccc21	?	8%	-7%	30%[activator]	-1%	-13%	15	-12%	4%
O=C1NC(=O)/C(=C\c2ccc(N3CCOCC3)o2)N1	0%	0%	-2%	9%	16%	-14%	-16	2%	14%
COc1ccc(CC(=O)Nc2nnc(C)s2)cc1	-28%	19%	23%	3%	13%	10%	53	-1%	14%
CCN1CCN(C(c2ccccc2)c2nnnn2CCc2ccc(OC)c(OC)c2)CC1 (stereo not given)	-3%	2%	-6%	?	1%	7%[57.1 µM]	1	-9%	1%
Cc1cc(Br)ccc1NC(=O)CN(C)C(=O)Cn1c(=O)cnc2ccccc21	2%	-26%	-8%	9%	-3%	0%	6	-3%	5%
CN(C)S(=O)(=O)c1ccc2c(c1)nc(CCC(=O)O)n2C	-6%	-2%	-5%	11%	-10%	6%	3	-9%	8%
CC(=O)c1cccc(-c2cnc3c(NC=O)cc(-c4ccc(N5CCN(C)CC5)cc4)cn23)c1	nt	1%	28%	12%	-28%	-32%[57.1 µM]	108	nt	1%
CCSc1nnc(NC(=O)c2cc(C)nc3ccccc23)s1	2%	-19%	-2%	-7%	-1%	-32%	27	-7%	-1%
CNC(=O)/C(C#N)=C\c1cc(C)n(-c2ccc(N3CCOCC3)cc2)c1C	1%	-12%	-5%	20%	12%	-5%	16	1%	-1%
Cc1ccccc1-c1cc2nc(NCCN3CCNC3=O)n(C)c(=O)c2s1	nt	0%	0%	-15%	-20%	2%	0	nt	-6%
COc1cccc(-c2nc(CS(=O)(=O)CC(=O)Nc3cc(OC)ccc3OC)c(C)o2)c1	1%	-2%	0%	nt	2%	-8%	-5	2%	0%
O=C(NNC(=S)NC(=O)c1cccnc1)c1ccc(F)cc1	1%	-16%	-9%	8%	-8%	1%	-3	-38%	-12%
CC[C@H](C)[C@@H](CN[C@H](C)CNC)NCCC(c1ccccc1)c1ccccc1	?	-13%	?	?	?	1%	0	-9%	?
CCOC(=O)c1[nH]c(C)c(C(=O)NCc2ccccn2)c1C	-5%	10%	3%	6%	5%[9.24 µM]	-2%	31	-4%	-1%
CC(=O)Nc1ccc(NC(=O)C(C)Oc2ccccc2F)cc1 (stereo not given)	0%	-7%	-21%	13%	1%	-3%	-16	0%	-5%
CCOc1ccc(C(=O)NC(=S)NC2CCCC2)cc1[N+](=O)[O-]	10%	13%	4%	1%	-1%	-16%	-13	0%	-3%
C[C@@H]1CN([C@H](C)CO)C(=O)c2c(c3ccccc3n2C)-c2ccccc2CO[C@@H]1CN(C)C(=O)Nc1ccc2c(c1)OCO2	nt	?	?	-9%	10%	-9%	20	nt	-14%
Cn1c(C(=O)NCCC2=CCCCC2)cc2c(=O)n3ccccc3nc21	4%	-9%	7%	13%	?	1%	-15	13%	10%
CCOc1ccc(S(=O)(=O)NCC(=O)N(C)Cc2cccnc2)cc1	-1%	17%	4%	2%	4%	6%	4	-7%	18%
CCCc1nc2ccc(C(=O)OC)cn2c1Cc1ccccc1C(F)(F)F	nt	10%	0%	?	?	1%	15	nt	?
Cc1ccc(C)c(S(=O)(=O)N2CCCN(C)CC2)c1	29%	-14%	-6%	-7%	8%	-6%	1	-8%	-4%
